Screening data deposited in PubChem BioAssay by National Center for Advancing Translational Sciences (NCATS).
JMJD2A Tudor – inhibitors of human JMJD2A Tudor domain. O75164. AlphaScreen JMJD2A-Tudor / H3K4me3 peptide binding. Potency, µM (titrated, usually from 114 µM), for the others: at the highest dose activity change, negative = inhibition, actives largely listed as inhibitors. 390,000 tested, 4.4% active. AID 504339; further: on the % scale 0 is the no-effect control and ±100 the full control effect; nearly all actives have a fitted effect of over 50% in size
Pin1 inhibitor – human Pin1 inhibition | Pin1 FP peptide displacement, HiFluor488, 10 min | Potency, µM (doses to about 115 µM), for the others: at the top dose activity, negative = inhibition, actives largely listed as inhibitors | 390,000 tested, 0.009% active | AID 504891; active means well fitted inhibition curve with a large enough effect in the polarisation, with a control signal flat, not every such curve was filed as active; inconclusive means small, poorly fitted or top-dose-only effect, or effect the other way, or a change in a side signal; inactive means no such curve, though single readings can be large or run the other way; the % refers to the polarisation; further: on the % scale 0 is the no-effect control and ±100 the full control effect
Target sequence (Q13526 whole entry, looked up): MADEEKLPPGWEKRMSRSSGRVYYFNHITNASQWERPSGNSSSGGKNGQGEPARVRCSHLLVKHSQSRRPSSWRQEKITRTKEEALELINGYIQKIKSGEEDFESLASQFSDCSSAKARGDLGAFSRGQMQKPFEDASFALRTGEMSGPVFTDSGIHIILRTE
GLS inhibitor – inhibitors of human glutaminase (GLS); O94925; 410,000 tested, 0.21% active; GLS enzymatic activity, qHTS titration; Potency, µM (titrated, usually from 45.5 µM), for inactives: at the highest dose activity change, negative = inhibition, actives largely listed as inhibitors; further: on the % scale 0 is the no-effect control and ±100 the full control effect
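Human kidney-isoform GLS in 45 mM KH2PO4 pH 8.2, 0.02% Tween-20, with compound, started with 1mM L-Glutamine (added stock). Glutamate oxidase/HRP/Amplex red coupled fluorescence read at start and after 30 min at RT.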
RGS4 inhibitor – blocks human RGS4-accelerated GTP hydrolysis | Transcreener GDP fluorescence polarization, RGS4-accelerated GTP hydrolysis | AID 504845 | 390,000 tested, 0.039% active | Potency, µM (doses to about 114 µM), inactives show at the highest dose activity change, negative = inhibition, most hits filed as inhibitors; further: on the % scale 0 is the no-effect control and ±100 the full control effect; nearly all actives have a fitted effect of over 75% in size; some results filed as inactive show a strong effect at the top dose
Target sequence (P49798 whole entry, looked up): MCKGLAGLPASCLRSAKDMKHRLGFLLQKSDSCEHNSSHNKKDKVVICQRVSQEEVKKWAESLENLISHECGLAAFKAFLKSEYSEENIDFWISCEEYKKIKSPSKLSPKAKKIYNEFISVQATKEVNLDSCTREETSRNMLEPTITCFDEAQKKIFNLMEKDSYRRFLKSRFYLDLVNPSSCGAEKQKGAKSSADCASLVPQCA
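MLSMR compounds (23 nl, pin-transferred) preincubated 10 min at room temperature with a 500nM (2x) first reagent, then RGS4 at 900nM (2x) plus Transcreener GDP mix added; fluorescence polarization (620/688 nm) read before and after 90 min at 30 °C.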
HP1b binding inh – HP1-beta chromodomain-methylated histone interaction inhibition. Potency, µM (highest dose often 114 µM), for inactives: top-dose activity change, negative = inhibition, actives largely listed as inhibitors. AlphaScreen HP1-beta / biotin-H3K9me3 peptide binding. AID 540317. 390,000 tested, 0.56% active. P83916; further: nearly all actives have a fitted effect of over 70% in size; inactives centre near 23
Target sequence (P83916 whole entry, looked up): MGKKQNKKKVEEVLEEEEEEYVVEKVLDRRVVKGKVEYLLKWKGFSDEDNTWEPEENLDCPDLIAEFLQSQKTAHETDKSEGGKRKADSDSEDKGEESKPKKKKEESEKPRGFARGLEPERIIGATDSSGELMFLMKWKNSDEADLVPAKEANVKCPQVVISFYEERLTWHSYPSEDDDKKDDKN
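HP1-beta protein (50 nM final) preincubated 30 min at room temperature with biotinylated H3(1-18)K9me3 peptide (50 nM) in PBS pH 7.4, 0.01% Tween-20, then compound added for 30 min. AlphaScreen streptavidin donor/nickel chelate acceptor beads (10 ug/mL final), 30 min dark, luminescence read.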
ERG Ets-DNA blk – inhibitors of human ERG Ets domain-DNA interaction | P11308 | fluorescence polarization, His-ERG Ets domain / labelled DNA | Potency, µM (titrated, usually from 76.9 µM), inactives show top-dose FP activity, negative = inhibition, actives largely listed as inhibitors | 370,000 tested, 0.028% active; active means well fitted inhibition curve with a large enough effect in the polarisation, with a control signal flat; inconclusive means small, poorly fitted or top-dose-only effect, or effect the other way, or a change in a side signal; inactive means no such curve, though single readings can be large or run the other way; the % refers to the polarisation;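 further: polarization taken with two DNA probes labelled with fluorescein and Texas red; % of control where 0% means no effect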
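His-tagged ERG Ets domain (1 uM in the protein solution; 300mM KCl, 50mM Tris-HCl, 1mM EDTA, 1mM DTT, pH 7.5) received compound, then a probe mix of 5 nM fluorescein-DNA and 100nM Texas-615-DNA. Fluorescence polarization was read for both dyes.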
ALOX12 inh – inhibitors of human 12S-lipoxygenase ALOX12; P18054; 580,000 tested, 1.1% active; Potency, µM (titrated, usually from 108 µM), inactives show at the highest dose activity change, negative = inhibition, most hits filed as inhibitors; purified 12hLO, xylenol orange hydroperoxide absorbance; AID 1671190; further: on the % scale 0 is the no-effect control and ±100 the full control effect
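Purified human 12hLO (150 nM final) in 25 mM Hepes, 0.01% Triton X-100, pH 7.0 was preincubated 15 min at room temperature with compound. Then 40 uM arachidonic acid was added, 30 min. Hydroperoxide was read by Fe-XO absorbance ratio 573/405 nm.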
rTrxR1 inhibitor – blocks rat thioredoxin reductase 1; recombinant rTrxR1, NADPH fluorescence consumption, selenite substrate; Potency, µM (highest dose often 114 µM), for the others: at the highest dose activity change, negative = inhibition, most hits filed as inhibitors; 390,000 tested, 1% active; further: on the % scale 0 is the no-effect control and ±100 the full control effect; nearly all actives have a fitted effect of over 65% in size
Target sequence (O89049 whole entry, looked up): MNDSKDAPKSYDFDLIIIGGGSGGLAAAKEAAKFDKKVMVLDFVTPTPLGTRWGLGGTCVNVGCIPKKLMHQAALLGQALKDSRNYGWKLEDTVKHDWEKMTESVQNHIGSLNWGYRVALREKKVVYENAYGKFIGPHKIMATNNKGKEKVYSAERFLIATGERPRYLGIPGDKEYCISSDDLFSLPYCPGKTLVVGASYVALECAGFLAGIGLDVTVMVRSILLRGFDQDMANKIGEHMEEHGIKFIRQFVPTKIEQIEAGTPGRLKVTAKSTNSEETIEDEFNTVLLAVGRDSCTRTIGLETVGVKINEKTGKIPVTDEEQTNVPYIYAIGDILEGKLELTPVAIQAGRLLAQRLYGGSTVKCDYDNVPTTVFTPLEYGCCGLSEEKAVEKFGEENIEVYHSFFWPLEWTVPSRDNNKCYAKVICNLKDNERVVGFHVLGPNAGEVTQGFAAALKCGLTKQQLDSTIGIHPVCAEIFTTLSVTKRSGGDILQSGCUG
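Rat TrxR1 (90 nM in the dispensed reagent) was pre-reduced with 400 uM NADPH for 5 min at room temperature, then incubated with compound for 15 min. After 400 uM selenite was added, NADPH fluorescence (Ex 340/Em 450 nm) was followed for 8 min.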
Tb PGK inh – blocks T. brucei phosphoglycerate kinase; P07378; PGK/GAPDH coupled, Kinase-Glo luminescence, 60 min; Potency, µM (series often up to 57.5 µM), for the others: at the highest dose activity change, negative = inhibition, most hits filed as inhibitors; 380,000 tested, 0.043% active; AID 602233; further: on the % scale 0 is the no-effect control and ±100 the full control effect; nearly all actives have a fitted effect of over 60% in size
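Recombinant glycosomal PGK reaction used 1,3-bisphosphoglycerate generated in-well by GAPDH (100nM final) in 100mM TEA pH 7.6, 5mM MgCl2, 0.01% Tween-20. After 60 minutes at room temperature, ATP was read by Kinase-Glo Plus luminescence end-point.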
Starred values were filed as active, the others as inactive; i = inactive; ? = inconclusive; . = no result given; [ ] = another dose, or the depositor's remark. Unless noted, the call rests on the fitted dose curve; in most records, active means well fitted curve in the direction sought with a large enough effect; inconclusive means small, poorly fitted or top-dose-only effect, or another doubt; inactive means no such curve, though single readings can be large; an effect the other way counts as inactive or inconclusive. Potency means the concentration at half of the fitted maximal effect.

SMILES	JMJD2A Tudor	Pin1 inhibitor	GLS inhibitor	RGS4 inhibitor	HP1b binding inh	ERG Ets-DNA blk	ALOX12 inh	rTrxR1 inhibitor	Tb PGK inh
COc1ccc2c(c1)C1(Nc3ccccc3-c3nc4ccccc4n31)C(=O)N2C (configuration not stated)	-7%	5%	2%	-2%	13%	-4%	0%	1%	-6%
CSCCC(NS(=O)(=O)c1ccccc1F)C(=O)NC(C)c1ccccc1 (configuration not stated)	-14%	1%	1%	8%	14%	1%	-1%	-4%[57.1 µM]	7%
COc1cc(-c2nc(SCC(=O)Nc3ccc4c(c3)OCO4)c(-c3ccccc3)[nH]2)cc(OC)c1OC	?	16%	-13%	-13%	?	-3%	2%	4%	-2%
Cc1ccc(-c2nnc(Nc3ccc(OC(F)(F)Cl)cc3)c3ccccc23)cc1S(=O)(=O)NC(C)(C)CO	-12%	-1%	3%	-5%	27%	4%	0%	13%	-1%
c1ccc(OCCN2CCN(Cc3nc(-c4ccc5c(c4)OCO5)no3)CC2)cc1	-25%	3%	19%	9%	11%	-2%	-20%	14%	-5%
NCCSC1CC(=O)N(c2ccc(Cl)c(Cl)c2)C1=O (configuration not stated)	-10%	-3%	-1%	-47%	58%[activator]	17%	?	8%	-9%
O=C(O)CCC(=O)NCc1cn(-c2ccccc2)nc1-c1cccc(Br)c1	-12%	3%	2%	-3%	-1%	.	-2%	-10%	6%
Cc1ccc(S(=O)(=O)NNC(=O)c2ccoc2C)cc1	-9%	7%	8%	24%	45%[activator]	2%	4%	7%	10%
COC(=O)c1ccc(NC(=O)c2c(C(=O)Nc3ccccc3)sc3nc(C)cc(=O)n23)cc1	-9%	0%	5%	-13%[56.9 µM]	47%[activator]	-5%	?	18%	-9%
CCOc1cc(NC(=S)NCCCOC)c(OCC)cc1NC(=O)c1ccco1	?	-2%	13%	-33%	11%	-43%	?	-25%	i
O=C(CN1CCN(CCC(=O)Nc2ccccc2F)CC1)Nc1ccc(F)cc1	15%[11.4 µM]	5%	0%	-22%[11.4 µM]	38%[activator]	2%	-17%	17%[57.1 µM]	-7%
O=C(CNC(=O)c1ccccn1)N/N=C/c1ccccc1	-13%	-1%	0%	-24%	30%	0%	-1%	8%[57.1 µM]	1%
O=C(Oc1ccccc1C(=O)Oc1ccccc1)c1ccco1	4%	-10%	-4%	21%	24%	1%	-3%	30%	i
Cc1ccc(C(=O)NC2=NC(c3ccc(C)cc3)CC(=O)N2)cc1 (configuration not stated)	-10%	-11%	-12%	26%	38%	3%	?	13%	1%
CN(C)C(=S)Nc1ccc(Cl)cc1	-19%	-4%	14%	-7%	10%	4%	-26%	-14%	-5%
CC(C)c1cc(-c2cc(-c3ccc(Cl)cc3)on2)nc(NC2CCCC2)n1	37%[activator]	?	1%	29%	78%[activator]	-4%	-27%	15%[57.1 µM]	5%
CC1CCC(NC(=O)CNC(=O)Cc2cccc3ccccc23)CC1 (configuration not stated)	?	1%	-20%	?	-3%	-2%	4%	13%	8%
O=C(NCc1ccccc1OC(F)(F)F)C1CCC(=O)N(Cc2cccc(F)c2)C1 (configuration not stated)	4%	-2%	11%	32%	22%	2%	-8%	-6%	10%
COc1ccc(C2CC(=O)c3cc(-c4nc(-c5cccc([N+](=O)[O-])c5)cs4)c(=O)n(-c4ccc(OC)cc4)c3C2)cc1 (configuration not stated)	-13%	-1%	2%	-5%	19%	-1%	-8%	16%	-2%
O=c1cc(C(F)(F)F)nc(-c2ccccc2)[nH]1	-14%	2%	-9%	11%	27%	-5%	12%	14%	i
CC1(C)CC(=O)C2=C(C1)N(c1ccc(F)cc1)C(=O)CC2c1ccccc1 (configuration not stated)	-9%	-6%	-14%	-4%	20%	-2%	-10%	8%[57.1 µM]	-6%
Cc1sc2nc(SCC(=O)Nc3ccc(Cl)c(C(=O)O)c3)[nH]c(=O)c2c1C	-19%	-6%	0%	-22%	20%[57 µM]	12%	51%[activator]	14%	-3%
Oc1c(Cl)cc(Cl)cc1C=Nc1ccc2c(c1)OCCO2	?	?	45%[activator]	-27%	18%	-8%	28%	3%	-11%
COc1ccc(S(=O)(=O)Nc2ccc(F)c(F)c2)cc1Cl	-8%	7%	3%	6%	14%	.	?	7%	-8%[11.5 µM]
CCOC(=O)Cc1nnc(NC(=O)c2cccc(OCC)c2)s1	?	14%	7%	?	23%	1%	17%	12%[57.1 µM]	i

Some of the entries above in a different format.
| molecule | JMJD2A Tudor | Pin1 inhibitor | GLS inhibitor | RGS4 inhibitor | HP1b binding inh | ERG Ets-DNA blk | ALOX12 inh | rTrxR1 inhibitor | Tb PGK inh |
| --- | --- | --- | --- | --- | --- | --- | --- | --- | --- |
| Cc1ccc(C(=O)NC2=NC(c3ccc(C)cc3)CC(=O)N2)cc1 (configuration not stated) | -10% | -11% | -12% | 26% | 38% | 3% | ? | 13% | 1% |
| CN(C)C(=S)Nc1ccc(Cl)cc1 | -19% | -4% | 14% | -7% | 10% | 4% | -26% | -14% | -5% |

Next records follow.
SMILES	JMJD2A Tudor	Pin1 inhibitor	GLS inhibitor	RGS4 inhibitor	HP1b binding inh	ERG Ets-DNA blk	ALOX12 inh	rTrxR1 inhibitor	Tb PGK inh
Cn1cc([N+](=O)[O-])c(C(=O)N/N=C/c2ccccc2)n1	-3%	-8%	1%	-1%	20%	.	24%	2%	-8%
COc1ccc(CN2CCN(CC(=O)Nc3ccccc3C(=O)NC3CC3)CC2)cc1F	-15%	1%	1%	5%	17%	0%	-3%	29%	-5%
Cc1ccc(Cn2cnc3ccccc32)cc1	-11%	-1%	0%	-6%	13%	.	17%	-4%	-2%[11.5 µM]
CCN(CC)S(=O)(=O)c1ccc(N2CC(C(=O)N3CCOCC3)CC2=O)cc1 (configuration not stated)	-13%	-1%	6%	30%	41%[activator]	6%	1%	10%	-4%
Cc1cc(C)n2c(SCC(O)=C(C#N)c3nc4ccccc4[nH]3)nnc2n1	-25%	?	-4%	-10%	-4%	16%	-26%	-8%	3%
COc1ccc(C2Nc3ccccc3C(=O)N2NS(=O)(=O)c2ccc(C)cc2)cc1 (configuration not stated)	1%	0%	3%	-20%	17%	-3%	-18%	-16%[57.1 µM]	4%
CCC(C)NC(=O)c1cc2n(n1)CCCN(Cc1ccc(C)cc1)C2=O (configuration not stated)	-6%	-9%	11%	12%	-4%	-2%	-28%	17%[57.1 µM]	-1%
CC(=O)NCCOc1ccc(C(=O)O)cc1	-5%	-5%	5%	-6%	40%[activator]	5%	0%	-2%[11.4 µM]	-3%
O=C(NNCc1ccccc1)c1ccccn1	?	-6%	1%	-6%	16%[57 µM]	-3%	-2%	4%[2.29 µM]	-5%
Cc1cccc(N(CC(=O)Nc2cccc(Cl)c2C)S(C)(=O)=O)c1C	-18%	3%	-2%	3%	12%	0%	-27%	1%	-1%
CCOc1ccc(CCNC(=O)COC(=O)c2ccc(S(=O)(=O)N3CCCC3)cc2)cc1OCC	-2%	8%	-4%	-12%	26%	14%	?	25%	i
Cn1c(=O)c2c(nc(SCCN3CCOCC3)n2Cc2ccc(F)cc2)n(C)c1=O	-23%	2%	2%	13%	26%	.	19%	5%	.
COCCCNC(=O)c1c(F)c(F)c(F)c(F)c1F	0%	-6%	10%	5%	38%	5%	7%	-1%	-1%
O=C(Nc1ccc(Cl)cc1)Nc1ccccc1NS(=O)(=O)c1cccs1	-21%	-1%	0%	-3%	19%	-5%	?	21%	-3%
CCOC(=O)c1c(NC(=O)/C=C\C(=O)O)sc(C)c1-c1ccccc1	?	4%	1%	?	-22%	24%	-4%	11%[11.4 µM]	-5%
CCC1CCCCN1C(=O)c1ccc2nc(Cc3ccc(OC)cc3)oc2c1 (configuration not stated)	-6%	0%	-3%	11%	25%	-3%	3%	-7%	i
Cc1ccc(Cl)cc1-n1ncc2c(NCCc3ccccc3)ncnc21	-10%	5%	-4%	1%	37%	-10%	-24%	20%[57.1 µM]	i
CN(Cc1ccc(Cl)cc1)C(=O)CNC(=O)C12CC3CC(CC(C3)C1)C2	-14%	3%	4%	-1%	22%	-5%	384%[activator]	22%	-4%
CCCCC(c1nnnn1CS(=O)(=O)c1ccc(C)cc1)N1CCC(C(N)=O)CC1 (configuration not stated)	-21%	-3%	-1%	10%	-4%	5%	3%	21%[0.0914 µM]	i
COc1ccc(NC(=O)Cn2cnc3sc(C)c(S(=O)(=O)N4CCOCC4)c3c2=O)cc1Cl	-2%	-6%	-3%	-19%	15%	1%	-16%	16%	i
c1ccc(N(c2ccccc2)c2nc(-n3ccnc3)nc(-n3ccnc3)n2)cc1	-25%	-6%	14%	-6%	-13%	-3%	25%	-2%	i
CC(Sc1n[nH]c(-c2ccccc2)n1)C(=O)c1c(N)n(C)c(=O)n(C)c1=O (configuration not stated)	0%	5%	9%	-36%	31%	11%	-7%	7%	8%
COc1ccc(O)c(/C=C(\C#N)C(=O)Nc2cccnc2)c1	0%	-3%	-1%	3%	30%	-3%	-6%	-23%	-1%
Cc1cccc(NS(=O)(=O)c2ccc(NC(=O)CN(c3cc([N+](=O)[O-])ccc3C)S(C)(=O)=O)cc2)c1	?	0%	2%	1%	-5%	4%	?	0%	1%
Cc1cc(F)ccc1S(=O)(=O)Nc1ccc(O)c(Sc2ncn[nH]2)c1	-29%	-5%	34%[activator]	-29%	-6%	1%	-30%	0%	-2%
O=S(=O)(c1ccccc1)N1N=C(c2cccs2)CC1c1ccc(F)cc1 (configuration not stated)	-18%[11.4 µM]	12%	3%	-15%[11.4 µM]	-4%	2%	21%	-9%	-7%

Some of the compounds tested; rates above refer to the full screens.
